NTR1 agonist: agonists of NTR1, primary screen, imaging, U2OS cells, beta-arrestin-GFP, high content (AID 493036) | P30989 | NTR1-U2OS beta-arrestin-GFP spot imaging, agonist mode | activation, % at 20 µM | 330,000 compounds, 0.17% hits;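 active means activation at or above 40% of the spot to cytoplasm intensity ratio, with at least 20 cells analyzed; inconclusive means wells under 20 cells, flagged as cytotoxic or low count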;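 further: 0% = DMSO without peptide and 100% = 100 nM NTR1 peptide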
Target sequence (P30989 whole entry, looked up): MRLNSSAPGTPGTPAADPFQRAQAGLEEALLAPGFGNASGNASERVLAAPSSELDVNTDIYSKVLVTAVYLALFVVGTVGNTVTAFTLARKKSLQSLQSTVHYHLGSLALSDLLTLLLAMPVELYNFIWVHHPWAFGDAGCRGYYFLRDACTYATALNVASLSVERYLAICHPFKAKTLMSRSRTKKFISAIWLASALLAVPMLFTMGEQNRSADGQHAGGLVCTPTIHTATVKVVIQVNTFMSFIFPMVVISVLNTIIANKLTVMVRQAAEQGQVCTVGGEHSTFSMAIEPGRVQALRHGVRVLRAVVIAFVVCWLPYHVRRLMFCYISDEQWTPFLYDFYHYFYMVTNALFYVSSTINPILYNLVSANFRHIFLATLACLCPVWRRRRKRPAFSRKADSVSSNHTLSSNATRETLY
SV40 large T antigen: TAg ATPase/helicase activity blockers – biochemical (AID 1903); SV40 large T antigen ATPase/helicase inhibition assay; higher % means a stronger effect; one-dose inhibition, % at 20 µM; IC50 in µM for titrated hits; 310,000 compounds, 0.39% hits; in the data active means a potency from the dose series; inconclusive means inhibition mostly from about 32% at the one dose, without a potency; inactive means the rest, 99 in 100 with inhibition below about 32%; further: strong numbers were not always called active
UTI89 phage lysis: inhibition of K1F phage lysis, E. coli UTI89, bacterial capsule biogenesis inhibitors, alamar blue (AID 488966). E. coli UTI89 K1F phage lysis, alamar blue, 2 h; higher % means a stronger effect. inhibition, % at 100 µM; hits with a dose series show IC50 in µM. 340,000 compounds, 0.02% hits;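 active means phage lysis inhibition, versus mean bacterial control, above a set limit; inconclusive means no clear call, values can overlap the other calls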;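 further: capsule biogenesis inhibitors block K1F phage lysis so surviving cells raise fluorescence; higher fluorescence means more inhibition of phage lysis; actives were called in the ten point dose series up to 300 µM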
MgcRacGAP inhibition: MgcRacGAP GTPase-activating activity inhibitors, confirmation, biochemical, ADP Hunter fluorescence | MgcRacGAP-stimulated Rac1 GTP hydrolysis, ADP Hunter fluorescence; higher % means a stronger effect; GST-tagged Rac1 F28L mutant substrate | inhibition, % at 30 µM; hits with a dose series show IC50 in µM | 340,000 compounds, 0.6% hits;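 active means first-screen hits whose inhibition reached a set limit at any dose in the follow-up dose series; inconclusive means inhibition above the set first-screen limit but never retested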;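 further: fluorescence reports GDP produced by GAP-driven GTP hydrolysis; strong numbers were not always called active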
T cell modulator: modulates CD8 T cell binding to vesicles; 2C CD8+ T cell-vesicle binding, flow cytometry; stronger effect = lower value; calls only at 7 µM; 330,000 compounds, 0.068% hits; AID 2052;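 active means response, share of CD8 T cells binding vesicles, and their 90th percentile fluorescence all below set limits, cut at about 80% in these data, passing the limit was not always enough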
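Material: 2C TCR transgenic mouse naive CD8+ T cells, MACS-purified. Also added: QL9-charged Drosophila Ld/ICAM-1/B7-1 vesicles. Timing: binding 1.5 h at 37 °C. Measured by: high-throughput flow cytometry with anti-B7-1 and anti-CD8 staining. Read-out: percent CD8+ FL2 mean versus row control. Controls: Unloaded micro-vesicles (low), QL9 vesicles with 0.7% DMSO (high).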
NS5 inhibitors: flavivirus cap methylation enzyme inhibition – biochemical, confirmation dose response, primary screen (AID 588689); Dengue-2 NS5 methyltransferase capping enzyme assay, biochemical; higher % means a stronger effect; inhibition, % at 25 µM; hits with a dose series show IC50 in µM; 340,000 compounds, 0.3% hits; in the data active means a potency from the dose series; inconclusive means inhibition above about 29% without an active follow-up result
RSV CPE inhibition: RSV antiviral activity via CPE protection, HEp-2 cells, primary 10 µM value included (AID 2391); one-dose CPE inhibition, % at 10 µM; IC50 in µM for titrated hits; HEp-2 cells, RSV-induced CPE inhibition; higher % means a stronger effect; 310,000 compounds, 0.13% hits; in the data active means a potency from the dose series; inconclusive means CPE inhibition mostly from about 23% at the one dose, without a potency; inactive means the rest, 99 in 100 with CPE inhibition below about 21%; further: strong numbers were not always called active
Salmonella PhoP GFP: PhoP-dependent GFP reporter repression – Salmonella Typhimurium, primary screen (AID 1863) | S. Typhimurium PhoP-regulated promoter GFP reporter, 4 h; higher % means a stronger effect | one-dose inhibition, % at 50 µM; IC50 in µM for titrated hits | 300,000 compounds, 0.16% hits;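 active means inhibition over 29.93%, a cutoff 3 SD above the screen mean, later confirmed by dose response; inconclusive means inhibition over 29.93% but no dose response follow-up; inactive means inhibition at most 29.93% or unconfirmed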;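 further: 0% = low Mg2+ inducing control and 100% = high Mg2+ repressing control; strong numbers were not always called active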
West Nile antiviral: West Nile virus antiviral activity, cell-based, CPE readout (AID 1621). CPE inhibition, % at 10 µM; hits with a dose series show IC50 in µM. 290,000 compounds, 0.02% hits. West Nile virus-infected cells, CPE inhibition; higher % means a stronger effect; in the data active means a potency from the dose series; inconclusive means CPE inhibition mostly from about 3.7% at the one dose, without a potency; inactive means the rest, 99 in 100 with CPE inhibition below about 2.2%; further: strong numbers were not always called active
T cell modulator vesicle-bound %: second read-out of T cell modulator, no call of its own (marks repeat the call); double positive events, %; measured here: CD8+ vesicle-bound cell fraction;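 binding gate set so that unloaded-vesicle control wells show 10% double positive cells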
NTR1 agonist cell count 20 µM: further read-out of NTR1 agonist, marked with its call; cell count; measured here: cell count, cytotoxicity flag
NS5 inhibitors pilot replicate: also measured in NS5 inhibitors; calls as there; inhibition, %; measured here: pilot screen replicate inhibition
An asterisk follows results filed as active; i = inactive; ? = inconclusive; nt = no result given; [ ] = remark or other dose. Compounds as they come; any-hit rate near 1.5%.

SMILES	NTR1 agonist	NTR1 agonist cell count 20 µM	SV40 large T antigen	UTI89 phage lysis	MgcRacGAP inhibition	T cell modulator	T cell modulator vesicle-bound %	NS5 inhibitors	RSV CPE inhibition	Salmonella PhoP GFP	West Nile antiviral	others
O=C(NCCN1CCN(c2ccccc2)CC1)Nc1cccc(Cl)c1	1.0	51	2%	0.6%	5%	i	30	-4%	1.5%	2%	-1.1%
CCOc1ccc(NC(C)C(=O)N/N=C/c2ccc([N+](=O)[O-])cc2)cc1 (stereo not given)	0.7	42	0%	nt	nt	i	36	nt	3.0%	11%	-0.4%
O=C(CN(c1ccccn1)S(=O)(=O)c1ccccc1)N/N=C/c1cccc([N+](=O)[O-])c1	1.9	37	15%	1.7%[50 µM]	6%	i	6	-7%	2.2%	3%	-0.3%
O=C(Nc1ccc(-c2cn3ccccc3n2)cc1)c1cccs1	0.7	39	14%	0.2%	12%	i	39	5%	-1.4%	4%	0.2%
CC1=NN(Cc2cc(C(C)(C)C)c(O)c(C(C)(C)C)c2)C(=O)C1	-0.4	53	6%	0.7%	1%	i	48	-12%	1.6%	18%	-0.6%
CC(=O)Nc1ccc(S(=O)(=O)NCCSCc2cccc(Cl)c2)cc1	1.4	45	10%	1.2%	8%	i	49	0%	8.1%	1%	-0.7%
Cc1cccc(OCC(=O)Nc2nc3ccc([N+](=O)[O-])cc3s2)c1C	5.0	43	-1%	-3.3%	2%	i	28	-4%	-0.2%	1%	nt
O=C(Nc1cccnc1)c1cc(-c2ccco2)on1	-0.9	55	-2%	-1.9%	2%	nt	nt	-12%	-0.1%	-3%	0.1%
O=C(N/N=C/c1ccc2cccnc2c1)c1ccco1	0.0	54	19%	-1.2%	8%	i	62	6%	0.0%	-8%	0.4%
C=CCN(C(=O)Nc1ccccc1)C1CC(=O)N(c2ccc(OC)cc2)C1=O (stereo not given)	0.2	67	13%	2.2%	13%	i	16	-10%	1.5%	-15%	0.9%
CCOc1ccc2c(c1)-c1c(ssc1=S)C(C)(C)N2C(=O)c1ccco1	4.8	60	1%	1.9%	13%	i	41	7%	0.4%	3%	-0.9%
CC(C)=CC(=O)Nc1nc2ccc([N+](=O)[O-])cc2s1	nt	nt	2%	0.2%	-2%	nt	nt	1%	nt	-9%	0.4%

A draw from above in order of length of the SMILES, low to high.
SMILES	NTR1 agonist	NTR1 agonist cell count 20 µM	SV40 large T antigen	UTI89 phage lysis	MgcRacGAP inhibition	T cell modulator	T cell modulator vesicle-bound %	NS5 inhibitors	RSV CPE inhibition	Salmonella PhoP GFP	West Nile antiviral	others
O=C(N/N=C/c1ccc2cccnc2c1)c1ccco1	0.0	54	19%	-1.2%	8%	i	62	6%	0.0%	-8%	0.4%
O=C(Nc1ccc(-c2cn3ccccc3n2)cc1)c1cccs1	0.7	39	14%	0.2%	12%	i	39	5%	-1.4%	4%	0.2%
O=C(NCCN1CCN(c2ccccc2)CC1)Nc1cccc(Cl)c1	1.0	51	2%	0.6%	5%	i	30	-4%	1.5%	2%	-1.1%

The listing picks up with the 2 entries that preceded the break.
SMILES	NTR1 agonist	NTR1 agonist cell count 20 µM	SV40 large T antigen	UTI89 phage lysis	MgcRacGAP inhibition	T cell modulator	T cell modulator vesicle-bound %	NS5 inhibitors	RSV CPE inhibition	Salmonella PhoP GFP	West Nile antiviral	others
CCOc1ccc2c(c1)-c1c(ssc1=S)C(C)(C)N2C(=O)c1ccco1	4.8	60	1%	1.9%	13%	i	41	7%	0.4%	3%	-0.9%
CC(C)=CC(=O)Nc1nc2ccc([N+](=O)[O-])cc2s1	nt	nt	2%	0.2%	-2%	nt	nt	1%	nt	-9%	0.4%
CC(=O)c1ccc2c3c(cccc13)C(=O)N(c1c(C)nn(C)c1C)C2=O	0.1	78	50%	0.1%	4%	i	51	13%	0.1%	-10%	-0.2%
CCCn1nnnc1NC(=O)COc1ccc(Cl)cc1C	3.3	41	-7%	0.0%	9%	i	29	3%	1.1%	-3%	nt
CNC(=S)N(Cc1ccccc1)Cc1cccnc1	-0.5	41	12%	0.7%	15%	i	52	5%	nt	2%	0.2%
O=C(O)Cn1cc(/C=C/[N+](=O)[O-])c2ccccc21	0.7	30	21%	0.3%	15%	i	42	1%	0.7%	1%	-0.6%
Cc1cc(C(=O)OCC(=O)c2ccc(Cl)c([N+](=O)[O-])c2)c2cccc(C)c2n1	3.3	41	6%	-0.4%	3%	i	54	5%	0.7%	3%	-0.3%
COc1ccc(CCNC(=O)C(NS(=O)(=O)c2ccc3c(c2)CCN3C(C)=O)C(C)C)cc1OC (stereo not given)	-0.3	49	8%	nt	nt	i	43	nt	-0.4%	2%	1.2%
O=C(NCCN1CCCCC1)c1cccc2c1C(=O)c1ccc(N3CCCC3)cc1S2(=O)=O	-1.5	49	nt	-0.1%	8%	i	10	14%	nt	nt	nt
O=C1/C(=C/c2cccnc2)Oc2cc(OS(=O)(=O)c3ccccc3)ccc21	42*	60*	2%	3.1%	-5%	i	45	8%	0.1%	13%	-0.2%
O=c1nc(/C=C/c2ccc(O)c(O)c2)oc2ccccc12	nt	nt	nt	1.5%	?	nt	nt	-13%	nt	-9%	-0.5%
CC(C)COP(=O)(OCC(C)C)C(Nc1ccccc1)c1ccc2c(c1)OCO2 (stereo not given)	7.0	45	-1%	-0.1%	2%	i	47	-1%	2.7%	1%	nt
COc1ccc(CN(C)CC(=O)NC(=O)Nc2ccccc2F)cc1	0.7	42	nt	0.2%[50 µM]	-8%	i	24	3%	0.5%	nt	nt
CCn1c(SCC(=O)NCc2cccs2)nc2c1c(=O)n(C)c(=O)n2C	0.9	45	-4%	4.4%	6%	i	34	4%	0.9%	9%	1.3%
COc1cc(NC(=O)c2sc3nc(C)nc(N4CCOCC4)c3c2C)cc(OC)c1OC	-1.1	61	14%	-2.5%	9%	i	18	-7%	2.5%	0%	2.1%
CCOc1ccc(C2=Nn3c(nnc3-c3ccccn3)SC2)cc1	3.2	79	1%	0.4%	12%	i	5	0%	-0.8%	-1%	-0.1%
CCCN(C(=O)c1ccc(OCC(C)C)cc1)c1c(N)n(Cc2ccccc2)c(=O)[nH]c1=O	0.5	55	10%	1.0%[50 µM]	3%	i	26	-15%	-1.6%	4%	nt
COC(=O)CCCC1=CC2=CC(=O)C(C)(OC(=O)c3cccs3)C(=O)C2=CN1c1ccc(OC)cc1 (stereo not given)	-0.7	92	11%	1.0%	10%	i	55	16%	1.0%	-2%	0.0%
CCN(CC)CCOC(=O)c1ccc(NC(=O)C2(c3ccccc3)CCCC2)cc1	-1.7	103	14%	-1.0%	5%	i	48	3%	0.7%	6%	0.5%
CCn1cc(C(=O)OCc2ccc(F)cc2)c(=O)c2ccc(C)nc21	-0.4	43	25%	1.1%	4%	i	12	1%	4.5%	2%	-0.5%
O=C(C1COc2ccccc2O1)N1CCOCC1 (stereo not given)	-0.3	46	8%	0.7%	15%	i	25	1%	-1.5%	13%	-0.1%
OC(c1cc(C(F)(F)F)nc2c(C(F)(F)F)cccc12)C1CCCCN1 (stereo not given)	9.7	76	8%	-18%	0%	i	61	-4%	-3.8%	-7%	nt
COc1ccc(N2CCN(C3CCCN(C(=O)C4=C(C)OCCO4)C3)CC2)cc1 (stereo not given)	-0.7	56	37%	1.4%[50 µM]	27%	i	5	-1%	1.0%	-2%	-0.2%
CC(C)CNC(=S)NNC(=O)c1nn(C)cc1Cl	-3.2	81	-2%	0.9%	2%	i	46	-6%	1.5%	-6%	0.4%
O=C(NCc1ccccc1)C(c1c(F)cccc1Cl)N(C(=O)c1csnn1)C1CC1 (stereo not given)	-0.6	52	4%	0.8%	3%	i	14	-6%	1.4%	-4%	-0.9%
Cc1ccc(S(=O)(=O)CCC(=O)Nc2nccs2)cc1	0.4	47	10%	0.2%	4%	i	55	-3%	3.4%	-4%	0.3%
CCC(C)n1c(SC(C)C#N)nc2ccccc2c1=O (stereo not given)	1.4	53	21%	3.8%	10%	i	19	5%	-1.3%	8%	0.7%
O=C(CSc1nnnn1-c1cccc2c1CCCC2)NC1CCCC1	-0.2	56	10%	0.4%	12%	i	38	-2%	5.7%	7%	-0.2%
Cc1ccc(C)c(NC(=O)COC(=O)c2nc(Cl)ccc2Cl)c1	0.5	68	nt	-0.1%[50 µM]	-4%	i	48	-2%	0.7%	nt	nt
CCOC(=O)Cc1csc(N/N=C/c2ccccc2)n1	0.1	77	18%	-0.4%	-2%	i	61	4%	6.2%	0%	0.0%
CCCOc1ccccc1C(=O)NC(CO)C(=O)O (stereo not given)	-3.6	96	1%	0.4%	3%	i	20	-3%	3.1%	-9%	0.2%
CC1Cc2nc(SCC(=O)NCC3CCCO3)n(-c3ccc(F)cc3)c(=O)c2S1 (stereo not given)	1.3	72	21%	0.1%	7%	i	68	-9%	1.3%	-4%	-0.1%
Cc1[nH]nc2c1C1(CCN(Cc3ccccc3)CC1)C(C#N)=C(N)O2	-1.3	59	5%	0.4%	6%	i	37	6%	1.5%	-4%	1.0%
COc1cc(C2CC(=O)Oc3cc(C)c(Cl)c(C)c32)cc(OC)c1OC (stereo not given)	0.7	48	nt	0.4%	8%	nt	nt	-6%	nt	nt	nt	NS5 inhibitors pilot replicate=-4.2
Cc1cc(C)nc(SCc2ccc(C(=O)N/N=C3\CC(C)CC(C)(C)C3)cc2)n1 (stereo not given)	3.2	77	1%	0.5%	11%	i	26	2%	0.8%	-3%	-0.6%
COc1ccc(S(=O)(=O)Nc2ccc(-n3cccc3)cc2)cc1	1.2	46	-1%	-0.9%	-2%	i	20	0%	6.5%	4%	-1.1%
Cc1ccc(-n2nc(C(=O)c3ccccc3)n3c(=O)c(Cc4ccccc4)nnc23)cc1	13	88	22%	1.3%	6%	i	46	-2%	5.5%	2%	0.6%	NS5 inhibitors pilot replicate=-1.8
COc1ccc(/C=C/C(=O)N2CCN(c3ccccn3)CC2)c(OC)c1OC	0.0	89	9%	0.1%	10%	i	24	-2%	8.8%	-8%	0.0%
CCCn1c(-c2ccccc2)nc2c(=O)n(C)c(=O)[nH]c21	-1.3	53	16%	-0.1%	3%	i	52	0%	-1.3%	1%	nt
